# ROS inducer: ROS inducers in U2OS cancer cells, primary screen, cell-based, H2DCF-DA fluorescence. U2OS ROS induction. ROS induction (% of piperlongumine), % at 10 µM. 46,000 tested, 2% active. AID 624156, 2012; in the data active means ROS induction above about 79%, passing the limit was not always enough; inconclusive means no clear call, values can overlap the other calls;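 further: 0% = DMSO vehicle median and 100% = reference compound median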
# An asterisk follows results filed as active; u = inconclusive.
SMILES,ROS inducer
Cc1noc(C)c1NC(=O)Nc1ccc2c(c1)C(=O)N([C@@H](C)CO)C[C@H](C)[C@H](CN(C)C(=O)NC1CCCCC1)O2,-6
CC(C(=O)Nc1cccnc1)N(c1ccc(Oc2ccccc2)cc1)S(C)(=O)=O (stereo unspecified),-8
CN1C(=O)/C(=C/c2ccc(Cl)cc2)N(C)C1=S,21
C[C@H]1CN([C@@H](C)CO)C(=O)c2cc(NC(=O)Cc3ccccc3)ccc2O[C@@H]1CN(C)Cc1ccc(C(F)(F)F)cc1,u
CC(C)CN(CC(C)C)c1nnc(NC(=O)c2csc3c2CCCC3)s1,-3
Cc1cc(NC(=O)C2C(=O)c3ccccc3S(=O)(=O)N2C)no1 (stereo unspecified),4
COc1ccc(NC(=O)Nc2cccc3c2O[C@@H](CN(C)S(=O)(=O)c2ccc(Cl)cc2)[C@H](C)CN([C@H](C)CO)C3=O)cc1,-1
C[C@H](CO)N1C[C@H](C)[C@@H](CN(C)Cc2ccncc2)Oc2ccc(NC(=O)Cc3ccccc3)cc2C1=O,15
COc1ccc(S(=O)(=O)N(C)C[C@H]2Oc3c(NS(=O)(=O)c4cn(C)cn4)cccc3C(=O)N([C@@H](C)CO)C[C@@H]2C)cc1,-6
O=C(Cn1cc2c(n1)CCCC2)NCCCN1CCCCC1,-14
O=C(Cn1c2ccccc2n2nc(-c3cccs3)nc12)c1ccc(Cl)cc1,3
C[C@H]1CN([C@@H](C)CO)C(=O)c2cccc(NC(=O)c3cnccn3)c2O[C@@H]1CN(C)C(=O)Nc1ccc2c(c1)OCO2,-11
C[C@@H]1CN([C@H](C)CO)C(=O)CCCn2nncc2CO[C@H]1CN(C)S(=O)(=O)c1ccccc1,-6
N=C(N)c1cc(C(F)(F)F)cc(C(F)(F)F)c1,-15
C[C@@H]1CN([C@H](C)CO)C(=O)c2cc(NS(C)(=O)=O)ccc2O[C@H]1CN(C)S(=O)(=O)c1cn(C)cn1,31
C[C@@H]1CN([C@H](C)CO)C(=O)c2cccc(NC(=O)c3ccc(-c4nccs4)cc3)c2O[C@@H]1CN(C)Cc1ccc(C(=O)Nc2ccccc2N)cc1,214*
Cc1noc(C)c1NC(=O)N(C)C[C@@H]1OCc2cnnn2CCCC(=O)N([C@H](C)CO)C[C@@H]1C,-2
CCn1c(SCC(=O)Nc2cc(Cl)ccc2Cl)nnc1-c1ccc(Cl)cc1,5
COc1ccc(-c2cc(C(F)(F)F)nc(SCC(N)=O)n2)cc1,-6
COc1ccc(NC(=O)N(C)C[C@@H]2Oc3c(NS(=O)(=O)c4ccc(C)cc4)cccc3C(=O)N([C@H](C)CO)C[C@H]2C)cc1,-1
COC(=O)c1sc(NC(=S)Nc2c(C)nn(Cc3c(F)c(F)c(F)c(F)c3F)c2C)c(C(=O)OC)c1C,24
Cc1cccc(NC(=O)c2cc(NC(=O)CCC(=O)O)ccc2N2CCOCC2)c1,1
CCN1CCN(C(=O)Cn2nc(C)c3sc4ccccc4c3c2=O)CC1,-5
CCSc1nc(SCC)c2c3c([nH]c2n1)CCCC3,2
COc1ccc([Si](C)(C)[C@H]2[C@H](CCn3cc([C@H](O)c4ccccc4)nn3)O[C@@]3(C(=O)N(C)c4c(Br)cc(C)cc43)[C@@H]2C)cc1,1

# 7 entries picked at random from those above:
SMILES,ROS inducer
COc1ccc(NC(=O)N(C)C[C@@H]2Oc3c(NS(=O)(=O)c4ccc(C)cc4)cccc3C(=O)N([C@H](C)CO)C[C@H]2C)cc1,-1
O=C(Cn1c2ccccc2n2nc(-c3cccs3)nc12)c1ccc(Cl)cc1,3
C[C@@H]1CN([C@H](C)CO)C(=O)c2cccc(NC(=O)c3ccc(-c4nccs4)cc3)c2O[C@@H]1CN(C)Cc1ccc(C(=O)Nc2ccccc2N)cc1,214*
N=C(N)c1cc(C(F)(F)F)cc(C(F)(F)F)c1,-15
C[C@@H]1CN([C@H](C)CO)C(=O)CCCn2nncc2CO[C@H]1CN(C)S(=O)(=O)c1ccccc1,-6
O=C(Cn1cc2c(n1)CCCC2)NCCCN1CCCCC1,-14
COC(=O)c1sc(NC(=S)Nc2c(C)nn(Cc3c(F)c(F)c(F)c(F)c3F)c2C)c(C(=O)OC)c1C,24

# Some of these compounds in order of count of non-hydrogen atoms, ascending.
SMILES,ROS inducer
CCSc1nc(SCC)c2c3c([nH]c2n1)CCCC3,2
O=C(Cn1cc2c(n1)CCCC2)NCCCN1CCCCC1,-14
CC(C(=O)Nc1cccnc1)N(c1ccc(Oc2ccccc2)cc1)S(C)(=O)=O (stereo unspecified),-8

# Additional results follow.
SMILES,ROS inducer
CCOC(=O)CSc1nc2ccccc2o1,1
Cn1cc(/C=N/NC(=O)CCCCCCC(=O)Nc2ccccc2O)c2ccccc21,7
O=C(O)c1cc2ncc(CCO)cn2n1,2
COc1ccc(NC(=O)Nc2ccc3c(c2)CC(=O)N([C@H](C)CO)C[C@H](C)[C@H](CN(C)S(=O)(=O)c2cccs2)O3)cc1,11
O=C(O)c1cccc(S(=O)(=O)NCC2CCCO2)c1 (stereo unspecified),11
O=C(NC(=O)c1cnccc1C(F)(F)F)Nc1ccc(Cl)cc1Cl,8
C[C@H]1CN([C@@H](C)CO)C(=O)c2cc(NC(=O)CCC(F)(F)F)ccc2O[C@@H]1CN(C)S(=O)(=O)c1ccc(Cl)cc1,16
Cc1ccc(S(=O)(=O)Nc2ccc3c(c2)OCCO3)c(C)c1NS(C)(=O)=O,51
c1ccc(CN=C2SC(=Nc3ccccc3)C3=C2CCCC3)cc1,-3
C[C@H]1CN([C@@H](C)CO)C(=O)c2cccc(NS(C)(=O)=O)c2O[C@H]1CN(C)C(=O)Nc1cccc2ccccc12,0
COC(=O)c1ccccc1NC(=O)CN1C(=O)c2cccc3cccc1c23,0
CC(C)N(Cc1nc(-c2ccccc2)no1)C(=O)c1ccc(Br)o1,2
C[C@@H]1CN([C@H](C)CO)C(=O)c2cc(NC(=O)Nc3ccc(F)cc3)ccc2O[C@@H]1CN(C)C,-14
Cc1ccc(S(=O)(=O)Nc2ccc3c(c2)CC(=O)N([C@@H](C)CO)C[C@@H](C)[C@@H](CN(C)S(=O)(=O)c2ccccc2)O3)cc1,20
CC(C)(C)NC(=O)[C@@H]1C[C@@H]2CCCC[C@@H]2CN1C[C@@H](O)[C@H](Cc1ccccc1)NC(=O)[C@H](CC(N)=O)NC(=O)c1ccc2ccccc2n1,10
C[C@H]1CN([C@@H](C)CO)C(=O)c2cc(NC(=O)Nc3cccc4ccccc34)ccc2O[C@@H]1CN(C)S(=O)(=O)c1ccc(Cl)cc1,4
COc1ccc([C@@H]2C=C(C(=O)NCc3ccccc3)O[C@H](OCc3ccc(CO)cc3)C2)cc1,51
C[C@H]1CN([C@@H](C)CO)C(=O)c2cc(NC(=O)CCN3CCOCC3)ccc2O[C@@H]1CN(C)C(=O)Nc1ccc2c(c1)OCO2,0
C[C@H](CO)N1C[C@H](C)[C@H](CN(C)S(C)(=O)=O)Oc2ncc(Br)cc2C1=O,-6
C[C@@H]1CN([C@@H](C)CO)C(=O)c2cc(NC(=O)Nc3ccc4c(c3)OCO4)ccc2O[C@H]1CN(C)Cc1ccc(-c2ccccc2)cc1,34
Cc1cc(Sc2ccc(Cl)cc2)nc(-c2ccccn2)n1,68
CCOC(=O)CSc1nc(C)c2cc(C)c(C)cc2n1,15
COc1ccc(C(=O)Nn2c(C)nnc2-n2nc(C)cc2C)cc1OC,-29
CC1CCN(C(=O)CNC(=O)c2cccs2)CC1,-7
C[C@@H]1CN([C@@H](C)CO)C(=O)c2cccc(NC(=O)Nc3ccc(C(F)(F)F)cc3)c2O[C@@H]1CN(C)S(=O)(=O)c1ccc(F)cc1,34

# Taken from above:
# Under ROS inducer, `Cc1ccc(S(=O)(=O)Nc2ccc3c(c2)CC(=O)N([C@@H](C)CO)C[C@@H](C)[C@@H](CN(C)S(=O)(=O)c2ccccc2)O3)cc1` has 20
# Under ROS inducer, `C[C@@H]1CN([C@@H](C)CO)C(=O)c2cc(NC(=O)Nc3ccc4c(c3)OCO4)ccc2O[C@H]1CN(C)Cc1ccc(-c2ccccc2)cc1` has 34
# Under ROS inducer, `O=C(O)c1cc2ncc(CCO)cn2n1` has 2
# Under ROS inducer, `O=C(O)c1cccc(S(=O)(=O)NCC2CCCO2)c1` (stereo unspecified) has 11

# (further entries)
SMILES,ROS inducer
Ic1cccc(CSc2nnc(-c3ccncc3)o2)c1,-3
CC(C)NC(=O)Nc1ccc2c(c1)CC(=O)N([C@H](C)CO)C[C@H](C)[C@H](CN(C)S(=O)(=O)c1ccc(Cl)cc1)O2,-15
C=C1C(=O)O[C@H]2C1CCC(=C)[C@@H]1C[C@H](OC(=O)C=C(C)C)C(=C)[C@@H]12 (stereo partly specified),6
O=C(O)c1cc(C23CC4CC(CC(C4)C2)C3)nc2ccc(Br)cc12,52
CC1CCN(C(=O)/C=C\c2ccccc2)CC1,-6
Cc1ccc(S(=O)(=O)N(C)C[C@@H]2Oc3ccc(NC(=O)Nc4ccc(C(F)(F)F)cc4)cc3CC(=O)N([C@H](C)CO)C[C@H]2C)cc1,13
Cc1ccc(C(C)C)c(OCC(=O)/C=C2\Sc3ccccc3N2C)c1,6
C[C@H]1CN([C@@H](C)CO)C(=O)Cc2cc(NC(=O)Nc3ccc(C(F)(F)F)cc3)ccc2O[C@@H]1CN(C)S(=O)(=O)c1ccc(Cl)cc1,12
C=C(C)C(=O)O[C@H]1[C@H]2C(=C)C(=O)O[C@@H]2C[C@@H](C)[C@@H]2O[C@@H]2C(=O)[C@](C)(O)[C@@H]1OC(=O)C(=C)C,29
C[C@H]1CN([C@@H](C)CO)C(=O)c2cc(NC(=O)Cc3cn(C)c4ccccc34)ccc2O[C@@H]1CN(C)C(=O)Nc1ccc(F)cc1,-8
C[C@@H]1CN([C@@H](C)CO)C(=O)c2cc(NS(=O)(=O)c3cn(C)cn3)ccc2O[C@@H]1CN(C)Cc1ccc(C(=O)Nc2ccccc2N)cc1,17
CCC(C(=O)Nc1ccc(OC)c(OC)c1)n1c(C)c2cnn(-c3ccccc3)c(=O)c2c1C (stereo unspecified),6
Cc1cc(-c2ccccc2)nc2oc3c(c12)NC(=O)CN(c1ccccc1)C3=O,36
CNC(=O)NC(=O)CSc1nnc(Cc2ccccc2)n1-c1ccc(Cl)cc1,8
C[C@@H]1CCCCO[C@@H](CN(C)C)[C@@H](C)CN([C@H](C)CO)C(=O)c2cc(NS(=O)(=O)c3cn(C)cn3)ccc2O1,3
CNC[C@@H]1Oc2ccc(NC(=O)CCN3CCOCC3)cc2C(=O)N([C@@H](C)CO)C[C@H]1C,6
Cc1ccc(NC(=O)c2cccc(N(C)C)c2)cc1NC(=O)c1ccc(O)cc1,2
C[C@@H]1CN([C@H](C)CO)C(=O)Cc2cc(NC(=O)Nc3cccc4ccccc34)ccc2O[C@@H]1CN(C)C(=O)Nc1ccc(C(F)(F)F)cc1,26
C[C@@H]1CN([C@@H](C)CO)C(=O)c2cccc(NS(=O)(=O)c3ccccc3)c2O[C@H]1CN(C)Cc1ccccc1,-2
COc1ccc(NC(=O)Nc2cccc3c2O[C@@H](CN(C)Cc2ccccc2)[C@H](C)CN([C@@H](C)CO)C3=O)cc1,16
CC1CC(=O)c2c(ccc3c2C(=O)c2c(O[C@@H]4O[C@@H](C)[C@H](O)[C@@H](O)[C@H]4O)cccc2C3=O)C1 (stereo partly specified),-2
C[C@@H]1CN([C@H](C)CO)C(=O)Cc2cc(NC(=O)Nc3ccccc3)ccc2O[C@@H]1CN(C)C(=O)Nc1ccc2c(c1)OCO2,-10
C[C@@H]1CCCCO[C@@H](CN(C)S(=O)(=O)c2ccc(F)cc2)[C@@H](C)CN([C@H](C)CO)C(=O)c2cc(NC(=O)Cc3ccccc3)ccc2O1,49
NC(N)=NCCNS(=O)(=O)c1cccc2cnccc12,-12
CN1CCCC(CC2c3ccccc3Sc3ccccc32)C1 (stereo unspecified),5
# (continued)
SMILES,ROS inducer
CC1CC(O)(CC(O)(c2ccccc2)c2ccccc2)C(C)CN1C (stereo unspecified),-1
CC1=C(C(=O)Nc2ccccc2)C(c2ccccc2)NC(=O)N1 (stereo unspecified),-1
COc1ccc(S(=O)(=O)N(C)C[C@@H]2OCCCC[C@@H](C)Oc3ccc(NC(=O)CCC(F)(F)F)cc3C(=O)N([C@H](C)CO)C[C@@H]2C)cc1,20
C[C@H](CO)N1C[C@H](C)[C@H](CN(C)S(=O)(=O)c2cn(C)cn2)Oc2ccc(NC(=O)C3CCCCC3)cc2C1=O,-6
C[C@H]1CN([C@@H](C)CO)C(=O)c2cc(NC(=O)CCN3CCOCC3)ccc2O[C@@H]1CN(C)Cc1ccccc1,7
Cc1cccc(N2C(=S)NC3c4cc(Cl)cc(Cl)c4OC2(C)C3C(=O)N(C)C)c1 (stereo unspecified),0
COc1ccc(S(=O)(=O)N(C)C[C@@H]2Oc3ccc(NC(=O)Cc4ccccc4)cc3CC(=O)N([C@@H](C)CO)C[C@@H]2C)cc1,19
C=CCNC(=O)[C@@H]1[C@H]2C(=O)O[C@H](c3ccccc3)[C@H](c3ccccc3)N2[C@H](c2ccc(OCCO)cc2)[C@@]12C(=O)N(C(=O)OCCOC)c1ccc(C#CCC(C(=O)OC)C(=O)OC)cc12,132*
C[C@@H]1CN([C@@H](C)CO)C(=O)c2cc(NC(=O)CCC(F)(F)F)ccc2O[C@H]1CN(C)CC1CC1,-15
C[C@H]1CN([C@@H](C)CO)C(=O)c2cc(NS(C)(=O)=O)ccc2O[C@@H]1CN(C)C(=O)Nc1ccc(C(F)(F)F)cc1,-9
CCSc1nc2ccccc2n1C(CC(=O)O)C(=O)O (stereo unspecified),1
CCOC(=O)N(C)C[C@@H]1OCc2cn(nn2)CCCC(=O)N([C@@H](C)CO)C[C@H]1C,-4
C[C@@H]1CCCCO[C@@H](CN(C)Cc2ccc(C(=O)Nc3ccccc3N)cc2)[C@@H](C)CN([C@H](C)CO)C(=O)c2cc(NC(=O)CCC(F)(F)F)ccc2O1,3
C[C@@H]1CCCCO[C@@H](CN(C)Cc2ccc(C(=O)O)cc2)[C@@H](C)CN([C@H](C)CO)C(=O)c2cc(NS(=O)(=O)c3ccc(F)cc3)ccc2O1,5
Cc1ccc(Oc2ncccc2C(=O)NCC(=O)O)cc1,-9
Cc1ccc2nc3c(cc(C(=O)NCCN4CCOCC4)c(=N)n3CC3CCCO3)c(=O)n2c1 (stereo unspecified),-1
C[C@@H]1CN([C@@H](C)CO)C(=O)c2cc(NS(=O)(=O)c3ccc(F)cc3)ccc2O[C@@H]1CN(C)C(=O)Nc1ccccc1,4

# Not all compounds are listed. The share of hits here may be higher or lower than overall.
